ROC1-CUL1 inh = inhibitors of human ROC1-CUL1 ubiquitin ligase activity; P62877+Q13616; in vitro K48 di-Ub FRET, acceptor:donor ratio, 45 min; inhibition, % at 10 µM; actives 0.6% (n = 140,000); in the data active means inhibition above about 25%
Target sequence (P62877 whole entry, looked up): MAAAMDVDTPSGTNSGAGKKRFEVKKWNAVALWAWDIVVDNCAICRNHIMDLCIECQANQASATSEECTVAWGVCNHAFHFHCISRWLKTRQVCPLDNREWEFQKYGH
Target sequence (Q13616 whole entry, looked up): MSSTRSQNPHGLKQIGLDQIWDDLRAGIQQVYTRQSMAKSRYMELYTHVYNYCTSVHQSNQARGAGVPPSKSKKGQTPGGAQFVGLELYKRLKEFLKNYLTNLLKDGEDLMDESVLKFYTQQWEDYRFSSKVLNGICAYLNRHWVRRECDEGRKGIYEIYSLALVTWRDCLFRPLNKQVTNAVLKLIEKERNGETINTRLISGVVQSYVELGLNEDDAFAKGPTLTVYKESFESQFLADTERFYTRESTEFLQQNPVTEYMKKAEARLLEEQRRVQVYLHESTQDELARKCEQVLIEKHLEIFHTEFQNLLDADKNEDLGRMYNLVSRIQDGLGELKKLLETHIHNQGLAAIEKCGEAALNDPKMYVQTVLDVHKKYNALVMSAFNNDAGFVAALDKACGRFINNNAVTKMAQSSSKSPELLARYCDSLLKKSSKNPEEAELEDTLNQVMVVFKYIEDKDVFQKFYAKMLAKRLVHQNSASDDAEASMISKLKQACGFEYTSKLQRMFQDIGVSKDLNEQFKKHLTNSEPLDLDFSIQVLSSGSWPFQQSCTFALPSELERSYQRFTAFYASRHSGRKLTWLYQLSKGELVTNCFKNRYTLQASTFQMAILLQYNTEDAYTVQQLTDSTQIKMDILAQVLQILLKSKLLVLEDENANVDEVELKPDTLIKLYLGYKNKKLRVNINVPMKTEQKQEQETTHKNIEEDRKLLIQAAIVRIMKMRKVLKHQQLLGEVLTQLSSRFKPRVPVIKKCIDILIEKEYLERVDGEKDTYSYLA
Starred values were filed as active, the others as inactive.

structure,ROC1-CUL1 inh
CN(Cc1cccc(-n2cccn2)c1)Cc1nc(-c2cccs2)no1,15.4
Cc1ccc(CN2c3ccccc3-c3nc(SCC(=O)NCCc4ccccc4)ncc3S2(=O)=O)cc1,1.8
Cc1[nH]n(-c2ccccc2)c(=O)c1C(C[N+](=O)[O-])c1ccc(Br)cc1 (stereo not given),69.7*
Cc1nc(NCc2ccccc2)nc2c1C(=O)CC(C)C2 (stereo not given),-3.2
O=C(CCC1CCCN(C(=O)c2sccc2Cl)C1)NC1CC1 (stereo not given),2.9
CCc1cc(=O)oc2c(C)c(OCC(=O)Nc3ccc(S(=O)(=O)N(CC)CC)cc3)ccc12,-4.6
CC1CN=C(N(C(=O)Nc2ccccc2)c2ccc(F)cc2)S1 (stereo not given),5.0
COc1ccccc1CNC(=O)C(Cc1ccccc1)NS(=O)(=O)c1ccc2c(c1)oc(=O)n2C (stereo not given),-4.1
CCOC(=O)C1C(C)=NC(=O)NC1c1cn(-c2ccccc2)nc1-c1ccc(Cl)cc1 (stereo not given),-6.9
Cc1[nH]c2ccc(OC(F)(F)F)cc2c1CCNC(=O)c1ccccc1F,-8.9
CC(=O)c1ccc(N2CCN(c3ncnc4onc(C)c34)CC2)cc1,0.7
O=C(C1CCN(S(=O)(=O)c2ccc(Br)s2)CC1)N1CCN(c2cccc(Cl)c2)CC1,-6.9
O=C1OC2=C(CC1=NC(=O)c1ccccc1)/C(=N/Nc1ccccc1)CCC2,-5.0
Cc1sc2c(c1C)CN(C1CC(C)(C)NC(C)(C)C1)CN2C(=O)c1ccco1,-4.6
N#CC1C(=N)C(C#N)(C#N)[C@H](c2ccc(Br)cc2)[C@H]2CN(C(=O)OCc3ccccc3)CC=C12 (stereo not given in full),-12.9

The closing 5 compounds of the part above are carried over, then new ones follow:
structure,ROC1-CUL1 inh
CC(=O)c1ccc(N2CCN(c3ncnc4onc(C)c34)CC2)cc1,0.7
O=C(C1CCN(S(=O)(=O)c2ccc(Br)s2)CC1)N1CCN(c2cccc(Cl)c2)CC1,-6.9
O=C1OC2=C(CC1=NC(=O)c1ccccc1)/C(=N/Nc1ccccc1)CCC2,-5.0
Cc1sc2c(c1C)CN(C1CC(C)(C)NC(C)(C)C1)CN2C(=O)c1ccco1,-4.6
N#CC1C(=N)C(C#N)(C#N)[C@H](c2ccc(Br)cc2)[C@H]2CN(C(=O)OCc3ccccc3)CC=C12 (stereo not given in full),-12.9
CCNC(=S)N/N=C/c1cccc(OCc2c(F)cccc2Cl)c1,6.9
O=C(NC1CCCCC1)/C(=N\O)c1ccccn1,3.0
CCOc1cccc(CN2CCOc3ccc(CN4CCC(O)(c5cccnc5)CC4)cc3C2)c1,-2.0
O=C1CC(c2ccc(F)cc2)Cc2c1cnn2-c1nc2ccccc2[nH]1 (stereo not given),13.1
CCOC(=O)c1cc2c(=O)n3ccccc3nc2n(CCOC)c1=NC(=O)c1cc2ccccc2o1,5.5
Cc1ccc(C(C)C)c(OS(=O)(=O)c2ccccc2C)c1,3.4
CC(C)(C)NC(=O)CSc1nc2ccc(NC(=O)CSc3nc4sc5c(c4c(=O)n3-c3ccccc3)CCCC5)cc2s1,-5.2
O=C1C=C(c2ccccc2)N(c2ccccc2)C(=O)C1Sc1ccccc1[N+](=O)[O-] (stereo not given),-3.4
CC(=O)N1CCCc2cc(S(=O)(=O)N(C)CC(=O)Nc3ccc(C)cc3C)ccc21,-9.7
CCN(CC)C(=O)C1CCCN(c2ncnc3c2nc2n3CCCCC2)C1 (stereo not given),5.8
CC(=O)c1cc2c(cc1NC(=O)CCC1CCCC1)OCO2,4.1
CCOC(=O)C1CCCN(Cc2c(C(=O)N(C)Cc3ccccc3)nc3ccccn23)C1 (stereo not given),-3.5
CCOC(=O)N1CCc2c(sc3c2c(=O)n(Cc2ccccc2)c(=O)n3CC(=O)Nc2cccc(CC)c2)C1,5.8
CCN(C(=O)CCc1nc(-c2ccc(C)cc2)no1)c1cccc(C(F)(F)F)c1,-1.9
CCCCN(CC)C(=O)c1cc2c(=O)n3ccccc3nc2n1C,4.4
CN(c1nc2nonc2nc1N1CCCCCC1)C1CCOCC1,2.6
Cc1ccc(-n2c(SCC(=O)NCc3ccccc3)nc3n[nH]c(C)c3c2=N)cc1Cl,7.1
O=c1[nH]c2ccc(Cl)cc2c(-c2ccccc2)c1-c1cc(-c2ccc(Cl)cc2)c2ccccc2n1,-5.4
Cc1ccc(NC(=O)Cn2c(=O)oc3cc(S(=O)(=O)N4CCCC4)ccc32)cc1F,1.0
COc1ccccc1-c1nc(S(=O)(=O)c2ccc(C)cc2)c(N2CCOCC2)o1,-10.2
CN(C)S(=O)(=O)c1ccc2c3c(cccc13)C(=O)N2,-3.4
CC1(C(=O)N2CCC(C3(c4ccccn4)NC(=O)N(CCc4cccs4)C3=O)CC2)CCCCC1 (stereo not given),-5.5
COC(=O)c1cc(NC(=O)CCc2c(C)nc3c(c(C)nn3C(C)(C)C)c2C)cc(C(=O)OC)c1,3.6
Fc1ccc2c(c1)sc1c(Cl)nc3ccc(F)cc3c12,-7.1
CC(=O)OC1C(OC(=O)c2ccc(C)cc2)C(COC(=O)c2ccc(C)cc2)OC1n1cc(I)c(=O)[nH]c1=O (stereo not given),8.4
CCCCNC(=O)c1c(C)c(-c2ccc(C)cc2)nc2ccccc12,-2.4
CCOC(=O)c1c(NC(=S)Nc2ccccc2)sc2c1CCC(C)C2 (stereo not given),-3.9
O=C(NNc1nc(-c2ccccc2)c2cc(Br)ccc2n1)c1ccc(Cl)cc1Cl,10.1
Cc1ccnc(SC(c2ccc(F)cc2)c2ccc(F)cc2)n1,-2.9
O=C(CN(Cc1ccccc1Cl)S(=O)(=O)c1ccc(Cl)cc1)N/N=C/c1ccc(F)cc1,4.1

For reference, part of the list above.
structure,ROC1-CUL1 inh
Cc1ccnc(SC(c2ccc(F)cc2)c2ccc(F)cc2)n1,-2.9
O=C(CN(Cc1ccccc1Cl)S(=O)(=O)c1ccc(Cl)cc1)N/N=C/c1ccc(F)cc1,4.1

Following part
structure,ROC1-CUL1 inh
O=C(c1ccccc1)c1c2c(=O)n(-c3nccs3)c(=O)c2cc2c(=O)n(-c3nccs3)c(=O)c12,-4.9
Cc1ncc2c(c1-c1noc(Cc3ccc4c(c3)NC(=O)CO4)n1)CCNC2,-0.5
O=C(Nc1ccccc1C(F)(F)F)c1cc2nc(-c3ccccc3)cc(-c3ccccc3)n2n1,8.5
CCN1CCN(CC(=O)NC2CC(C)(C)Cc3c2cnn3-c2ccc(OC)cc2)CC1 (stereo not given),-1.5
COc1cccc(/C=N/N2CCN(c3ccncc3S(=O)(=O)N3CCCCC3)CC2)c1,3.8
Cc1nn(C)c(C)c1-c1c(C#N)c(N)nc2c1CCCCCC2,1.5
CCOC(=O)N1CCN(Cc2nc3cc(C)ccc3n2C)CC1,4.6
Cc1ccc(Cl)cc1NC(=O)CCCn1c(=O)c2cccn2c2cccnc21,1.8
CC(Oc1ccccc1Cl)C(=O)N1CCN(c2ccc(F)cc2)CC1 (stereo not given),8.4
CC1C=C2C(C#N)C(=N)C(C#N)(C#N)C(c3ccccc3)C2CC1 (stereo not given),-0.9
COC(=O)C1C(=N)Oc2c(oc(CO)cc2=O)C1c1cccnc1 (stereo not given),0.9
Cc1nn(-c2ccccc2)c2sc(C(=O)Nc3cccnc3)cc12,-5.3
CCN(CC)c1cc(OC)c(C=C2C(=O)N(C)C(=O)N(C)C2=O)cc1Br,10.4
CCOC(=O)N1CCN(C(=O)CCc2ccc(C)cc2)CC1,0.5
Cc1ccccc1NC(=O)c1sc2nc3c(cc2c1N)CCCC3,9.2
CC/C(=N\NC(=O)C(N)=O)c1ccccc1O,-2.7
COC(=O)c1cc2sc(C)cc2n1Cc1cccc(OC)c1,-1.6
CCOc1ccc(-n2c(Cc3ccccc3)nnc2SCc2ccccc2)cc1,-5.9
COc1cc(C(=O)N=c2sc(C)c(-c3ccccc3)n2C)cc(OC)c1OC,-2.4
CCC(C)n1cc(C(=O)NC2CCN(Cc3ccccc3)CC2)c(=O)c(C(=O)N2CCCCCC2)c1 (stereo not given),3.6
O=C(NC1CCCC1)c1ccc(CSc2nc3cccnc3n2Cc2cccc(F)c2)cc1,-3.0
CC1(C)CC(=O)c2c(nc(N)nc2Nc2ccccc2)C1,-5.2
CCN(Cc1nccn1C)C(=O)c1ccc(NCc2cnn(C)c2)nc1,1.6
O=C1C(=Cc2cccc(F)c2)C(=O)c2ccccc21,-3.3
CC(CNC(=O)CSc1nc2ccccc2[nH]1)NC(=O)CSc1nc2ccccc2[nH]1 (stereo not given),2.7
COc1ccc(Cl)cc1NC(=O)CCN1C(=O)c2ccccc2Sc2ncccc21,-1.9
COc1cc(OC)c(NC(=O)Cn2cnc3sc(C)c(S(=O)(=O)N4CCC(C)CC4)c3c2=O)cc1Cl,1.7
CCn1cc(C(=O)OCC(=O)Nc2ccc(Br)cc2)c(=O)c2ccc(C)nc21,2.9
CC1(C(=O)O)CCC(C(C)(C)C)CC1 (stereo not given),2.3
CCOC(=O)/C(C#N)=N/Nc1ccc2[nH]c(=O)[nH]c2c1,-1.9
COc1ccc(NC(=O)Cn2nnc(C(=O)Nc3ccc(F)c(Cl)c3)c2N)cc1OC,-2.8
O=C1N=C(Cc2ccc(N3CCCC3)c(F)c2)C(=O)N1Cc1ccc(Cl)cc1,-7.9
COc1ccccc1NC(=O)C(C)Oc1ccc(C)cc1 (stereo not given),-4.5
O=C(CCc1cccnc1)N1CCC(C2CCN(c3ncccn3)CC2)C1 (stereo not given),7.3
Cc1ccc(CN2CCN(C3CCNCC3)C(=O)C2=O)cc1,-5.7
O=C(c1ccco1)N1CCN(C(=O)c2ccccc2[N+](=O)[O-])CC1,5.1
COc1cc(CC2(CCC(=O)NCCc3cccc(Cl)c3)CCC(=O)N2)ccc1F (stereo not given),0.8
COC(=O)Nc1ccc(S(=O)(=O)N2CCC(C(=O)Nc3cccc(OC)c3)CC2)cc1,-4.6
Cc1oc(-c2cccc(Cl)c2)nc1CN1CCC(C(=O)NC(C)c2ccccc2)CC1 (stereo not given),-5.2
CC(C)CC(=O)Nc1ccccc1OCc1cc(=O)n2ccccc2n1,9.1
O=C(CCc1ccccc1)Nc1ccc(Cc2ccc(NC(=O)CCc3ccccc3)cc2)cc1,-0.8
COc1ccc(C(=O)c2cn(Cc3ccccc3F)c3cc4c(cc3c2=O)OCO4)cc1,-3.0
Cc1cc(Cl)ccc1OC(=O)c1cccc(Br)c1,-4.0
Cc1cccc(CNC(=O)c2oc3c(c2C)-c2nn(Cc4ccccc4Cl)cc2CC3)c1,2.4
Cc1cnc(SCCN2CCOCC2)nc1C1CCCN(C(=O)c2ccc3c(c2)OCO3)C1 (stereo not given),6.9
CCC1C(=O)NCCN1c1ccc(-c2nc(Cc3ccccc3)no2)cn1 (stereo not given),6.2
N#CC1C(=N)Oc2n[nH]c(-c3ccc(Br)cc3)c2C1c1ccc([N+](=O)[O-])o1 (stereo not given),7.8
COc1ccccc1N(CC(=O)NCCSc1ccccc1)S(=O)(=O)c1ccccc1,14.9
CC(C)CN1C(=O)c2ccc(NC(=O)C(c3ccccc3)c3ccccc3)cc2C1=O,-2.5
Cc1nnc(NC(=O)CSc2nnc3c(n2)[nH]c2ccccc23)s1,-2.7
CCCCS(=O)(=O)N1CCCC(C(=O)Nc2cccc(F)c2)C1 (stereo not given),-4.7
Cc1ccc(-c2onc(C)c2C)cc1S(=O)(=O)Nc1ccc(Cl)cn1,3.4
COc1cc(OC)c(NC(=O)CCc2c(C)nc3cc(-c4ccccc4OC)nn3c2C)cc1Cl,1.7
Cc1nn(C(=O)c2cccc(Cl)c2)c(C)c1S(=O)(=O)N1CCOCC1,-3.4
COc1ccc(NC(=O)CSc2oc(-c3cccs3)nc2S(=O)(=O)c2ccccc2)c(OC)c1,8.4
COc1cc(NC(=O)CN2c3ccccc3S(=O)(=O)c3ccccc32)cc(OC)c1,2.4
S=C(Nc1ccc(Cl)cc1)Nc1cccnc1Cl,-12.5
COc1cccc(NS(=O)(=O)c2ccc3c(c2)CCCN3C(=O)C2CCC2)c1,-6.6
Cc1cc(SCCN2CCOCC2)nc2c(C)cccc12,7.8
CN1C(=O)N(CC(=O)N2CC[C@@H]3CCCC[C@@H]3C2)C(=O)C12CCNCC2,-4.8

(list continues)
structure,ROC1-CUL1 inh
COc1ccc(CNC2CCCCC2)cc1Br,0.8
O=C(N/N=C\c1ccc(Sc2ccccn2)o1)c1cccc(Br)c1,-11.0
O=C(Nc1ccn(Cc2ccccc2F)n1)c1cccc(COc2ccc(Br)cc2)c1,7.2
COCC(C)NCc1ccc(C)cc1 (stereo not given),1.6
CCOC(=O)/C=C/c1c([N+](=O)[O-])sc(Br)c1Br,-0.9
COc1ccccc1NC(=O)CC1Sc2ccccc2NC1=O (stereo not given),-0.1
Cc1cn2c3c(=O)n(CC(C)C)c(=O)n(C)c3nc2n1-c1ccccc1N,10.7
O=C(c1ccc(Cl)cc1)N(Cc1ccco1)Cc1ccco1,-7.8
O=C1CN2NC(=S)N(c3ccc(Cl)cc3)C2=CN1c1ccc(Cl)cc1,12.5
O=c1ccccn1-c1nc2ccccc2s1,7.7
O=C(O)c1ccc2c(c1)CC(=O)c1ccccc1S2,4.5
CCC(C)c1ccccc1NC(=O)Cc1cccs1 (stereo not given),-1.3
Cc1ccc(Cl)cc1N1CCN(S(=O)(=O)N(C)C)CC1,4.5
O=C(CCC1CCCC1)N1CCN(S(=O)(=O)c2cccs2)CC1,4.4
O=C(NCc1ccc(Cl)cc1)NC1COc2ccccc2C1 (stereo not given),-16.1
C/C(=N/OC(=O)c1ccccc1O)c1cccs1,5.9
COc1ccc(NC(=O)C(NS(=O)(=O)c2cccc3nsnc23)C(C)C)cc1 (stereo not given),-1.7

Only part of the results is shown; the hit share may differ from the screen's.
